FAS TE block: blocks the thioesterase domain of human fatty acid synthase | P49327 | recombinant FAS-TE, OMFH fluorogenic substrate, fluorescence endpoint | inhibition, % at 15 µM | 0.67% of 360,000 active;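 active means compounds whose normalised, plate-corrected inhibition of enzyme fluorescence in the single-dose primary screen is 50% or more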;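 further: 0% = DMSO with enzyme and 100% = substrate without enzyme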
MT1-MMP act inh: MT1-MMP (human) activation inhibition; P50281; HT1080 RFP-PRO-GFP cells, GFP/RFP ratio fluorescence, overnight; percent of plate control window, DMSO zero; GFP/RFP ratio change, % at 20 µM; 0.061% of 360,000 active; AID 651647;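 active means GFP/RFP ratio change of at least 30% with cell ATP level not reduced by more than half and red fluorescence within 50% of control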; further: strong numbers were not always called active
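Assay system: HT1080 cells carrying an RFP-PRO-GFP reporter | Dosing: Single dose of 20 µM compound, 1% DMSO final | Incubation: Cells overnight before dosing, compound overnight, 37 °C, 5% CO2 | Evaluation: GFP/RFP fluorescence ratio | Control set: DMSO and RFP-L50D-GFP cell wells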
Rin1 Abl inh: blocks binding of human Rin1 to Abl | P00519+Q13671 | TR-FRET Rin1/Abl binding, biochemical | inhibition, % at 7.35 µM | 0.4% of 360,000 active | AID 588664; in the data active means inhibition above about 5%, passing the limit was not always enough
CendR NRP1 mod: alters CendR peptide binding to human NRP-1; O14786; FAM-RPARPAR peptide binding to NRP-1, fluorescence polarization; inhibition, % at 25 µM; 0.85% of 360,000 active;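 active means inhibition or corrected inhibition above about 18%, plus a signal ratio from 0.5 to 1.5, limit read from the data, passing the limit was not always enough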; further: strong numbers were not always called active
E coli Lon inh: inhibits E. coli Lon protease; purified E. coli Lon protease, fluorescence polarization; inhibition, % at 7.94 µM; 0.42% of 360,000 active; AID 602123; in the data active means inhibition above about 13%, passing the limit was not always enough;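 further: 0% = enzyme with probe and DMSO and 100% = no enzyme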
bovine MsrA act: bovine methionine sulfoxide reductase A activation; purified bovine MsrA, absorbance read-out; AID 602163; activation, % at 10.6 µM; 0.3% of 360,000 active; in the data active means activation above about 7.5%;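 further: 0% = vehicle and 100% = reference activator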
Neddylation inh: cullin neddylation inhibition; 0.58% of 360,000 active; P61081+Q13564; TR-FRET cullin neddylation, biochemical; calls only at 25 µM; in the data active means inhibition above about 36%
SKN-1 inh: inhibitors of C. elegans SKN-1 | C. elegans VP596 Pgst-4::GFP/RFP ratio, acrylamide-induced, 24 h | inhibition, % at 21.8 µM | AID 624304 | 0.49% of 360,000 active;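 active means interference check ratio from 0.5 to 1.5 plus GFP to RFP signal ratio inhibition reaching or exceeding a fixed threshold, cut at about 30% in these data, passing the limit was not always enough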; further: some compounds called inactive have numbers as strong as hits
PABP1 MLLE inh: inhibitors of microRNA-mediated deadenylation, human PABP1 MLLE binding; GST-MLLE / FITC-PAM2 fluorescence polarization; P11940; inhibition, % at 20 µM; 0.36% of 360,000 active; AID 588489; in the data active means inhibition above about 35%, passing the limit was not always enough;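 further: plate controls were DMSO wells with GST-MLLE for no effect and wells lacking GST-MLLE protein for full effect; some results filed as inactive read as strong as hits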
Target sequence (P11940 whole entry, looked up): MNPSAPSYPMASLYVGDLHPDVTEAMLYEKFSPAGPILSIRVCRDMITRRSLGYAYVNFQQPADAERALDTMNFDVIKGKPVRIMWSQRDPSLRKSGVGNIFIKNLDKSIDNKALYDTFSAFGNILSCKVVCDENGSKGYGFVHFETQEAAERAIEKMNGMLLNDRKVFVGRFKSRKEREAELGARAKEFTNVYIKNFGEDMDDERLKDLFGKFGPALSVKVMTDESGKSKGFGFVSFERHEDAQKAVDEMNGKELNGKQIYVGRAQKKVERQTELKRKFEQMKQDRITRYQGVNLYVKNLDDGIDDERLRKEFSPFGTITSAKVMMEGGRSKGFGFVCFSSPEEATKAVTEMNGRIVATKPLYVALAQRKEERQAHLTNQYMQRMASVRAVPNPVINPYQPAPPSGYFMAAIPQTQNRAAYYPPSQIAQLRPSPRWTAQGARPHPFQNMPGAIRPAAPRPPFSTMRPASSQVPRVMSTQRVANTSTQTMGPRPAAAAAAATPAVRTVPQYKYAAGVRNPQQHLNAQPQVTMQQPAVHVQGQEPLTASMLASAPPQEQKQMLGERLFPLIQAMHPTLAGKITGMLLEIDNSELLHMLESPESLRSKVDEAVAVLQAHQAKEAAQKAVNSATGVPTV
* marks the source's active call; other numbers are inactive results; i = inactive; x = not tested or not shown.

entry	mol	FAS TE block	MT1-MMP act inh	Rin1 Abl inh	CendR NRP1 mod	E coli Lon inh
1	COc1ccc(CNC(=O)C2CCN(S(=O)(=O)c3cccc(C(F)(F)F)c3)CC2)cc1	-3	x	-1	4	12
2	Nc1ccc(CN2CCOCC2)cc1	-5	3	2	-2	-9
3	O=C(CN1C(=O)c2ccccc2S1(=O)=O)NC1CC2CCC1C2 (centres undefined)	0	1	-3	-4	-4
4	COc1ccc(CCNC(=O)COc2ccc(S(=O)(=O)NCC(C)C)cc2Cl)cc1OC	-3	1	0	9	6
5	O=S(=O)(Nc1ncn[nH]1)c1ccc(Cl)cc1	-6	1	-1	12	-5
6	Cc1cccc(NC(=O)CNC(=O)N2CC(=O)Nc3ccccc32)c1C	-7	-1	-1	9	-18
7	CC(NC(=O)c1ccc(-c2cc(C(F)(F)F)ccc2Cl)o1)c1ccccc1 (centres undefined)	14	-2	-1	0	6
8	CN1CC=C2C(C#N)=C(N)C(C#N)(C#N)[C@H](c3cccs3)[C@H]2C1	-28	-105	0	58	109*
9	O=C(Cc1ccccc1)Nc1cccc(S(=O)(=O)N2CCCCCC2)c1	15	5	2	8	-6
10	CC(Sc1nncn1C)C(=O)NCc1ccc2c(c1)OCO2 (centres undefined)	-5	1	-1	4	6

entry	bovine MsrA act	Neddylation inh	SKN-1 inh	PABP1 MLLE inh
1	-11	i	4	2
2	-5	i	-3	-2
3	-3	i	13	-18
4	-5	i	-16	1
5	-3	i	10	5
6	-11	i	-2	-18
7	-2	i	-2	4
8	-10	i	-4	122
9	0	i	3	9
10	0	i	8	-3

Going on with the list:
entry	mol	FAS TE block	MT1-MMP act inh	Rin1 Abl inh	CendR NRP1 mod	E coli Lon inh
11	O=C(O)CNC(=S)N(Cc1ccccc1Cl)C1CCCCC1	-4	-1	2	15	-2
12	Cc1ccc(C)c2[nH]c(=O)c(CCNC(=O)c3ccc(Br)o3)cc12	0	6	0	-2	-4
13	S=C(c1ccccc1)N1CCN(c2ccccc2)CC1	13	4	1	14	-9
14	CC1=CC(C)(C)N(C(=O)CN2C(=O)c3ccccc3C2=O)c2ccccc21	2	1	1	2	-9
15	COc1ccc(N(C(=O)Cn2nnc3ccccc32)C(C(=O)NCc2ccco2)c2cccnc2)cc1 (centres undefined)	-6	1	0	-5	-5
16	COc1cccc(CC2CC(=O)N(c3ccc4c(C)cc(=O)oc4c3)C2=O)c1 (centres undefined)	-2	3	0	-6	8
17	CCn1c(-c2cc(-c3ccccc3OC)nc3ccccc23)n[nH]c1=S	-1	-2	-1	2	-2
18	Cc1nn(C2CCS(=O)(=O)C2)c(Cl)c1/C=C/C(=O)OCC(=O)Nc1ccccc1OC(F)F (centres undefined)	2	-3	-6	8	-5
19	COCc1cc(C)nc(OCC(=O)N/N=C/c2cccc(OC)c2)c1C#N	25	-9	-5	18	1
20	O=C(NNc1cc(Cl)ccc1Cl)c1c(F)cccc1Cl	-3	0	-3	-1	17

entry	bovine MsrA act	Neddylation inh	SKN-1 inh	PABP1 MLLE inh
11	-3	i	-7	-53
12	-3	i	6	-3
13	-4	i	-5	17
14	-2	i	4	-4
15	-5	i	7	1
16	-2	i	5	12
17	-2	i	-8	-120
18	2	i	7	-13
19	-3	i	14	10
20	-4	i	-11	-10

(next part)
entry	mol	FAS TE block	MT1-MMP act inh	Rin1 Abl inh	CendR NRP1 mod	E coli Lon inh
21	Cc1ccc2c(c1)-c1cc(C)nn1C(c1ccc3c(c1)OCO3)N2 (centres undefined)	10	3	-4	-3	11
22	c1ccc(-c2sc3ccccc3c2-c2ccc(OCCN3CCCC3)cc2)cc1	26	-6	-4	2	5
23	Cc1noc(C)c1C(=O)OCC(=O)C12CC3CC(CC(C3)C1)C2	7	-5	2	5	6
24	CCC(=O)N(C)CCc1cc2c(c(OC)c1/C=N/Nc1ccc(C(=O)O)cc1)OCO2	-6	1	-1	-15	-9
25	C=CCN=C1S/C(=C/c2ccc([N+](=O)[O-])cc2)C(=O)N1CC=C	5	6	1	4	9
26	CCN(CC)CCC(=O)Nc1ccc2c(c1)N(C(=O)CN(CC)CC)c1ccccc1CC2	-8	-3	3	7	-3
27	O=C1CC(c2ccc(F)cc2)CC2=C1C(c1ccc([N+](=O)[O-])o1)Nc1ccccc1N2 (centres undefined)	-2	-5	-1	5	-3
28	Cc1nc2ccc(S(=O)(=O)NCC(=O)N3CCc4ccccc4C3)cc2s1	-2	5	2	7	-1
29	CN(C(=O)c1cc2sccc2n1C)C1CCCCC1	-1	-4	-1	10	-7
30	COCc1nc2ccccc2n1Cc1ccccc1C	-2	-1	-3	2	-9

entry	bovine MsrA act	Neddylation inh	SKN-1 inh	PABP1 MLLE inh
21	-11	x	4	-8
22	1	i	4	-5
23	-7	i	7	0
24	-4	i	16	29
25	-3	i	-3	-1
26	-1	i	9	6
27	-4	i	-8	21
28	-1	i	-4	-8
29	-1	i	5	12
30	-6	i	7	12

New compounds follow.
entry	mol	FAS TE block	MT1-MMP act inh	Rin1 Abl inh	CendR NRP1 mod	E coli Lon inh
31	Nc1nc(C(=O)N2CCOCC2)nn1S(=O)(=O)c1ccc(Cl)cc1	-10	4	0	10	0
32	Cc1nnc(SCc2ccc(C(=O)c3ccc(Cl)cc3)o2)n1-c1ccccc1	3	-3	2	-12	-15
33	CN(CC(=O)Nc1nccs1)S(=O)(=O)c1ccc(F)cc1	-3	23	4	-2	-4
34	CCOC(=O)C(=O)N/N=C/c1ccc(F)cc1	-4	1	-2	-7	-16
35	COc1cc(/C=C/C(=O)Nc2ccc3[nH]c(=O)[nH]c3c2)cc(OC)c1OC	-3	10	-7	-4	-2
36	Cc1cc(OCCN2CC(C)OC(C)C2)ccc1[N+](=O)[O-] (centres undefined)	-1	7	2	2	-6
37	COc1ccc(-c2csc(C(C)(O)c3ccc(OC)cc3)n2)cc1 (centres undefined)	8	-4	0	1	-8
38	CCOc1cc(CNCCO)c(Cl)cc1OCC(=O)NCCc1ccccc1	-5	5	-2	-19	3
39	CC(C)(C)NC(=O)c1nc2ccccc2s1	-1	1	-3	5	-6
40	Cc1ccc(C=C2SC(=S)N(CCCC(=O)Nc3cccc(C(=O)O)c3)C2=O)cc1	5	0	0	-51	-3

entry	bovine MsrA act	Neddylation inh	SKN-1 inh	PABP1 MLLE inh
31	-8	i	-36	15
32	-6	i	9	19
33	-3	i	8	-49
34	4	i	-1	-4
35	-6	i	2	1
36	-4	i	8	-15
37	-3	i	17	1
38	0	i	-3	3
39	1	i	1	4
40	-2	i	16	-3

Single records (already shown). Order of screens: FAS TE block, MT1-MMP act inh, Rin1 Abl inh, CendR NRP1 mod, E coli Lon inh, bovine MsrA act, Neddylation inh, SKN-1 inh, PABP1 MLLE inh
CN(C(=O)c1cc2sccc2n1C)C1CCCCC1 is listed as -1, -4, -1, 10, -7, -1, i, 5, 12
Cc1ccc(C=C2SC(=S)N(CCCC(=O)Nc3cccc(C(=O)O)c3)C2=O)cc1 is listed as 5, 0, 0, -51, -3, -2, i, 16, -3
C=CCN=C1S/C(=C/c2ccc([N+](=O)[O-])cc2)C(=O)N1CC=C is listed as 5, 6, 1, 4, 9, -3, i, -3, -1
O=C(Cc1ccccc1)Nc1cccc(S(=O)(=O)N2CCCCCC2)c1 is listed as 15, 5, 2, 8, -6, 0, i, 3, 9

The list goes on:
entry	mol	FAS TE block	MT1-MMP act inh	Rin1 Abl inh	CendR NRP1 mod	E coli Lon inh
41	Cc1cc[n+](C2=C([O-])c3ccccc3C(=O)/C2=N\S(=O)(=O)c2cccs2)cc1C	-9	3	0	8	-1
42	CC(=O)c1c(N2CCN(C)CC2)[nH]c(-c2ccccc2)nc1=S	-7	2	2	-5	-21
43	COC(=O)c1ccc(NC(=O)Cn2nc(C)cc2C)cc1	-1	-2	3	-4	-8
44	O=C(O)COc1ccccc1/C=N/NC(=O)CSc1nc2ccccc2c(=O)n1-c1ccc(Cl)cc1	6	5	-5	0	-2
45	O=C(NCC(c1cccs1)N1CCOCC1)c1cc(-c2ccccn2)nc2ccccc12 (centres undefined)	2	6	-5	0	-8
46	Fc1cccc(COc2ccccc2C(=S)N2CCCC2)c1	13	-2	0	4	1
47	O=c1c2ccc(Cl)cc2nc2n1CC/C2=C\c1cccc(O)c1	4	2	-1	-1	-2
48	CCSc1nnc(NC(=O)CSc2nc3c(c(=O)n2CC)SC(C)C3)s1 (centres undefined)	-2	-3	-1	-6	-5
49	O=C(/C=C/c1ccccc1)Nc1cccc(C(=O)NCCc2ccccc2)c1	8	5	-1	-13	-12
50	CCOC(=O)CSc1nc(-c2ccccc2)nc2c1oc1ccccc12	24	-2	-1	14	6

entry	bovine MsrA act	Neddylation inh	SKN-1 inh	PABP1 MLLE inh
41	-8	i	3	4
42	1	i	11	-20
43	-1	i	-8	-9
44	-4	i	-8	14
45	-2	i	6	8
46	-2	i	-4	-14
47	-1	i	11	-4
48	-7	i	-14	5
49	1	i	6	11
50	-9	i	8	-2

(list continues)
entry	mol	FAS TE block	MT1-MMP act inh	Rin1 Abl inh	CendR NRP1 mod	E coli Lon inh
51	COc1ccc(S(=O)(=O)N2CCOC23CCN(S(=O)(=O)c2cccs2)CC3)cc1	18	2	2	-17	-10
52	Cc1c(CC(=O)N[C@H](C(=O)O)C(C)C)c(=O)oc2cc3c(cc12)CCC(C)(C)O3	-2	-1	-2	-5	-3
53	O=C(NCc1ccco1)c1cnc2ccccn2c1=O	-2	2	2	2	-5
54	CC(C)Cc1nnc(NC(=O)C2CC(=O)N(c3ccc4c(c3)OCCO4)C2)s1 (centres undefined)	-7	-1	-1	-6	-3
55	N#Cc1c(-c2ccc(Cl)cc2)nc2n(c1=O)CCCS2	2	8	1	-8	-5
56	CCCCCN(C(=O)CCC(=O)OCc1cc(C(C)=O)ccc1OC)c1c(N)n(CCCC)c(=O)[nH]c1=O	-3	0	1	9	-8
57	CCC(=O)Nc1ccc(Cl)c(NC(=O)c2cccnc2)c1	-4	-3	-4	-3	1
58	CCn1c(CCNC(=O)c2ccccc2Cl)n[nH]c1=S	-4	8	2	8	-10
59	Cc1cccc(OCC(=O)N(Cc2ccco2)c2c(N)n(Cc3ccccc3)c(=O)[nH]c2=O)c1	-4	-3	0	-10	-13
60	COC(=O)C1(C)NC(c2ccc(F)cc2)C2C(=O)N(c3ccc(C)cc3)C(=O)C21 (centres undefined)	-1	-2	-4	8	-8

entry	bovine MsrA act	Neddylation inh	SKN-1 inh	PABP1 MLLE inh
51	-2	i	12	-2
52	-4	x	14	-6
53	-3	i	-1	19
54	-1	i	5	-5
55	-4	i	12	14
56	-8	i	2	1
57	4	i	14	16
58	4	i	-9	-9
59	-5	i	-27	-2
60	-1	i	4	-5

Bioassay records (PubChem BioAssay)
